Source: PubChem
CHRM1 agonist – human M1 muscarinic receptor agonism; CHO-K1 hM1, Fluo-8 calcium fluorescence, agonist mode; 0% DMSO, 100% acetylcholine EC100; activation, % at 3 µM; 360,000 compounds, 0.33% hits; AID 588814;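 active = activation above the run's mean compound activation plus 3 SD, cut at about 16% in these data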;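 note: peak over basal fluorescence ratio within a 140 s kinetic read after compound addition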
Target sequence (P11229 whole entry, looked up): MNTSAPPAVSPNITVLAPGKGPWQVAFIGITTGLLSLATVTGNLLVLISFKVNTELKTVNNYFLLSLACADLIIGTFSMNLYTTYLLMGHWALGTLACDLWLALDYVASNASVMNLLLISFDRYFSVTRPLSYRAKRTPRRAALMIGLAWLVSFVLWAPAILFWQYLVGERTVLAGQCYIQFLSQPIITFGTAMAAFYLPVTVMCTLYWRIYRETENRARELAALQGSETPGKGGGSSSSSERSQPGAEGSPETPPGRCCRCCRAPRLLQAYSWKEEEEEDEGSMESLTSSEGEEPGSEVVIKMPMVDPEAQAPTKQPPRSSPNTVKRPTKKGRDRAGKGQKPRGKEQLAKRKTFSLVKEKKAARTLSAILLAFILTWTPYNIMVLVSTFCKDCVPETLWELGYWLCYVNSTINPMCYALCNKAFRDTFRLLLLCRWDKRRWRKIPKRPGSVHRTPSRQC
M1 antag – human CHRM1 antagonism; inhibition, % at 3 µM; 360,000 compounds, 1.3% hits; P11229; CHO-K1 hM1, Fluo-8 calcium fluorescence, ACh EC80 antagonist;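 active = percent inhibition above its own plate's cutoff, namely the mean of that plate's compound wells plus 3 SD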;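 note: peak over basal fluorescence ratio during 140 s after agonist addition; 0% = ACh EC80 plus DMSO and 100% = DMSO alone without agonist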
M1 PAM parental – counter-screen for M1 PAMs: effect in parental CHO-K1 cells. ATP EC20, Fluo-8 calcium fluorescence; 0% at ATP EC20, 100% at ATP max. activation, % at 3 µM. 360,000 compounds, 0.02% hits. AID 602247;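 active = activation above the run cutoff, the mean activation of all test compounds plus 3 SD, cut at about 40% in these data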;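 note: peak over basal fluorescence ratio in a 140 s read after ATP addition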
CHO-K1 Ca ag – counter-screen for M1 agonists: effect in parental CHO-K1 cells | Fluo-8 calcium fluorescence; scaled to maximal ATP response, vehicle zero | activation, % at 3 µM | 360,000 compounds, 0.48% hits; in the data active = activation above about 15%;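 note: untransfected CHO-K1 host cells lacking M1 receptor as counterscreen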
CHO-K1 Ca antag – nonselective inhibitor or artifact in parental CHO-K1 cells | ATP-induced calcium, Fluo-8 fluorescence | 360,000 compounds, 0.6% hits | inhibition, % at 3 µM | AID 602250;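 active = inhibition above a per-plate cutoff, the plate's mean sample inhibition plus 3 SD, cut at about 24% in these data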;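 note: 0% = DMSO plus EC80 ATP and 100% = DMSO alone without ATP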
M1 PAM – human CHRM1 positive allosteric modulation. AID 588819. activation, % at 3 µM. P11229. 360,000 compounds, 0.088% hits. CHO-K1 hM1, Fluo-8 calcium fluorescence, ACh EC20; 0% = ACh EC20, 100% = maximal ACh; in the data active = activation above about 19%, passing the limit was not always enough
TAAR1 ag – human TAAR1 agonism; AID 624467; CHO RD-HGA16 TAAR1, Fluo-8 calcium fluorescence; vehicle wells 0%, saturating PEA agonist 100%; activation, % at 3 µM; 360,000 compounds, 0.99% hits;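 active = activation above the mean activation of all test compounds in the run plus 3 SD, cut at about 38% in these data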
Target sequence (Q96RJ0 whole entry, looked up): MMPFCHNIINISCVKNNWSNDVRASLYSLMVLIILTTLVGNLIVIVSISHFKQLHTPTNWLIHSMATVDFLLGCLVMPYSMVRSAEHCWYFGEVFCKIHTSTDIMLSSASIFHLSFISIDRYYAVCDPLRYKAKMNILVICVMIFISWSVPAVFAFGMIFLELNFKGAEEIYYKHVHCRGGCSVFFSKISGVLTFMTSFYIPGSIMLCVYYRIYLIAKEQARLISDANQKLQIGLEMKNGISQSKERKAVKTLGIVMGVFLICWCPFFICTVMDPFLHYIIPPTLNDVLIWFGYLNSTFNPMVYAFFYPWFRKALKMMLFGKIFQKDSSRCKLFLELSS
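Test system: RD-HGA16 (CHO) cells co-expressing Gα16 and hTAAR1 | Doses: Single dose, 3 µM | Schedule: 17-24 h seeding, 75 min 37 °C dye, 30 min RT | Evaluation: % activation from peak over basal fluorescence ratio, DMSO-to-PEA scaled | Technique: Kinetic Fluo-8 calcium fluorescence | Benchmarks: Low control DMSO, high control PEA (EC100)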
CHO parental Ca – signal in parental CHO cells, OX1R antagonist counter-screen. inhibition, % at 5.6 µM. parental CHO-K1, ATP-induced calcium, Fluo-8 fluorescence. 330,000 compounds, 0.63% hits;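 active = inhibition above that plate's mean sample inhibition plus 3 SD, cut at about 26% in these data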;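 note: 0% = ATP-challenged DMSO wells and 100% = DMSO wells without ATP; some compounds past the cut are filed as inactive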
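Assay system: untransfected parental CHO cell line. Also added: ATP agonist challenge. Dosing: one dose, 5.6 µM nominal. Measured by: Fluo-8 fluorescence. Read-out: % inhibition. Benchmarks: ATP wells versus no-ATP DMSO wells. Repeats: no replicates.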
TAAR1 antag – antagonists of human TAAR1 | 360,000 compounds, 1.5% hits | AID 624466 | Q96RJ0 | inhibition, % at 3 µM | CHO RD-HGA16 TAAR1, Fluo-8 calcium fluorescence, antagonist;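 active = inhibition above a per-plate cutoff, the mean inhibition of test compounds on that plate plus 3 SD, cut at about 49% in these data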;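 note: 0% = DMSO plus EC80 beta-PEA response and 100% = DMSO alone without agonist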
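Material: RD-HGA16 CHO cells with stable hTAAR1 and Gα16; Dosing: single nominal final test compound concentration of 3 µM; Schedule: seeding 17-24 h prior, 75-min 37 °C, 30-min RT dye loading; Detection: kinetic Fluo-8 calcium fluorescence measurement; Measure: % inhibition from peak post-agonist over basal fluorescence ratio; Benchmarks: vehicle and agonist controls.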
Active calls of the source: *; . = not tested or not shown.

SMILES | CHRM1 agonist | M1 antag | M1 PAM parental | CHO-K1 Ca ag | CHO-K1 Ca antag | M1 PAM | TAAR1 ag | CHO parental Ca | TAAR1 antag
CCc1ccccc1NC(=O)C(Cc1ccccc1)c1nn[nH]n1 (stereo not drawn) | 0 | -4 | 14 | 2.2 | -2 | 0 | 4 | 0 | 0
CCC1=C(c2ccc(C)cc2)S(=O)(=O)N=C1N1CCC(C(=O)NCCCN2CCCCC2)CC1 | -5 | 0 | 14 | 1.1 | -17 | 1 | 0 | 2 | -10
COc1ccc(NC(=O)c2cccnc2SC)cc1OC | -3 | -6 | 4 | 0.7 | 0 | 4 | 3 | -8 | -24
COc1ccc(S(=O)(=O)NCc2ccco2)cc1NC(=O)c1ccccc1 | -5 | 2 | 7 | 1.8 | -10 | -1 | 1 | -7 | -11
CCn1cnnc1SCC(=O)c1c(N)n(C2CC2)c(=O)[nH]c1=O | -3 | 21 | 7 | -0.1 | -18 | -9 | 7 | -3 | -2
Cc1nonc1C(=O)N/N=C/c1ccccc1 | -1 | -6 | 16 | 0.3 | -5 | 9 | 1 | 0 | -4
Cc1cc(NS(=O)(=O)c2ccc(NC(=O)c3cccnc3)cc2)nc(C)n1 | -2 | -3 | -13 | -0.1 | -7 | 12 | 2 | -6 | 0
COc1ccc(C(=O)OCC(=O)Nc2ccccc2)cc1[N+](=O)[O-] | -2 | 1 | 12 | 2.7 | -6 | 4 | 5 | -15 | -8
COc1ccc2c(CC(=O)Nc3ccccc3N3CCOCC3)coc2c1 | -3 | -6 | 21 | 2.7 | -11 | 5 | -2 | -4 | -21
CC(=O)c1c(C)[nH]c(C(=O)CSc2nnc(-c3ccco3)o2)c1C | -2 | 9 | 8 | 3.4 | 3 | -7 | 10 | -11 | -2
O=C(NC1CCN(Cc2ccccc2)CC1)c1cccc(S(=O)(=O)Nc2cc(C(F)(F)F)ccc2Cl)c1 | -5 | 4 | -10 | 1.5 | 6 | -4 | 5 | -15 | 5
COc1ccc(NC(=O)c2ccc(-c3ccc([N+](=O)[O-])cc3)o2)cc1OC | -3 | 5 | 14 | 3.2 | -10 | -3 | 10 | -21 | 21
CCOc1ccc(OCC)c(NC(=O)CN(c2ccc(C)cc2)S(=O)(=O)c2c(C)noc2C)c1 | -3 | -28 | 11 | -0.1 | -13 | 3 | 0 | 5 | 19
Cn1c(=O)[nH]c(=O)c2c1nc(NCCCn1ccnc1)n2Cc1ccccc1 | -7 | -25 | 0 | -0.3 | 3 | 3 | -1 | 13 | 2
O=C(NCCNC(=O)c1cc(Cl)ccc1Cl)c1ccco1 | -5 | -1 | 4 | -0.2 | -10 | 3 | 1 | 4 | -16
COc1ccc(CCNC(=O)COc2ccc(S(=O)(=O)N3CCCC3)cc2)cc1 | -7 | 2 | 11 | 0.2 | -2 | 6 | 0 | -2 | 14
CC(=O)C1CCC2C3CC(C)C4=CC(=O)CCC4(C)C3C(=O)CC12C (stereo not drawn) | -4 | -19 | 17 | 1.0 | -15 | 15 | 1 | . | 3
O=C(/C=C/c1ccco1)Nc1ccc(Oc2ccccc2)cc1 | 1 | -11 | -2 | 1.8 | 10 | -4 | 3 | 7 | 52*
Cc1cccc(C)c1NC(=O)COC(=O)c1ccccc1[N+](=O)[O-] | -4 | -8 | 17 | 0.8 | -9 | 7 | 7 | -7 | 13
Cc1ccc(-c2cc3nc(C)cc(N4CCN(C(=O)c5ccoc5)CC4)n3n2)cc1 | -5 | -9 | -4 | -0.3 | 7 | 3 | -1 | . | -3
COc1ccc(-c2noc3c2-c2nc(-c4ccccc4)sc2CC3)cc1 | -4 | 9 | 5 | 3.2 | -1 | -4 | 1 | -47 | -11
O=C(Cn1ccc(C(F)(F)F)n1)N=Nc1c(O)[nH]c2ccccc12 | -7 | -5 | -4 | 0.6 | -1 | 7 | 0 | -11 | 6
c1ccc2c(CSc3ncnc4nc[nH]c34)cccc2c1 | 6 | 2 | 13 | 6.7 | 2 | 1 | 7 | 22 | 14
Cc1cc2c(c(=O)n1C)C(C(C)C)C(C#N)=C(N)O2 (stereo not drawn) | -4 | -9 | 11 | 0.0 | -4 | 8 | 5 | -3 | -3
CC(=O)c1ccc(C(=O)Nc2ccc3c(c2)C(=O)NC3=O)cc1 | -3 | 1 | 21 | 1.8 | 4 | 3 | 1 | 4 | 10

Ordered by heavy-atom count (rising): 8 of the compounds above.
SMILES | CHRM1 agonist | M1 antag | M1 PAM parental | CHO-K1 Ca ag | CHO-K1 Ca antag | M1 PAM | TAAR1 ag | CHO parental Ca | TAAR1 antag
Cc1cc2c(c(=O)n1C)C(C(C)C)C(C#N)=C(N)O2 (stereo not drawn) | -4 | -9 | 11 | 0.0 | -4 | 8 | 5 | -3 | -3
O=C(/C=C/c1ccco1)Nc1ccc(Oc2ccccc2)cc1 | 1 | -11 | -2 | 1.8 | 10 | -4 | 3 | 7 | 52*
CC(=O)c1c(C)[nH]c(C(=O)CSc2nnc(-c3ccco3)o2)c1C | -2 | 9 | 8 | 3.4 | 3 | -7 | 10 | -11 | -2
CC(=O)C1CCC2C3CC(C)C4=CC(=O)CCC4(C)C3C(=O)CC12C (stereo not drawn) | -4 | -19 | 17 | 1.0 | -15 | 15 | 1 | . | 3
COc1ccc(-c2noc3c2-c2nc(-c4ccccc4)sc2CC3)cc1 | -4 | 9 | 5 | 3.2 | -1 | -4 | 1 | -47 | -11
COc1ccc2c(CC(=O)Nc3ccccc3N3CCOCC3)coc2c1 | -3 | -6 | 21 | 2.7 | -11 | 5 | -2 | -4 | -21
Cc1ccc(-c2cc3nc(C)cc(N4CCN(C(=O)c5ccoc5)CC4)n3n2)cc1 | -5 | -9 | -4 | -0.3 | 7 | 3 | -1 | . | -3
O=C(NC1CCN(Cc2ccccc2)CC1)c1cccc(S(=O)(=O)Nc2cc(C(F)(F)F)ccc2Cl)c1 | -5 | 4 | -10 | 1.5 | 6 | -4 | 5 | -15 | 5

New compounds follow
SMILES | CHRM1 agonist | M1 antag | M1 PAM parental | CHO-K1 Ca ag | CHO-K1 Ca antag | M1 PAM | TAAR1 ag | CHO parental Ca | TAAR1 antag
Cc1onc(-c2ccccc2)c1C(=O)Nc1nc2c(s1)CCCC2 | -4 | -6 | 11 | 0.6 | -3 | -2 | 6 | -26 | -11
CCc1nc2ccc(C(=O)Nc3cccc(NS(C)(=O)=O)c3)cn2c1N(C=O)CCC(C)C | -1 | -10 | -11 | 4.4 | 8 | 7 | 0 | . | 9
COc1ccc(-c2nnn(Cc3nc(N)nc(N4CCCCC4)n3)n2)cc1 | -5 | -9 | 12 | 1.1 | -6 | -9 | 2 | -11 | 4
C[C@]12c3[nH]c4ccccc4c3CCN1C(=O)C(CC(=O)NCC13CC4CC(CC(C4)C1)C3)C[C@@H]2C(=O)N1CCCCC1 (stereo partly drawn) | -3 | -24 | 11 | -0.3 | -13 | 19 | 7 | -35 | 3
O=C1CCC(/C=C/c2ccccc2)=NN1 | -7 | -6 | 10 | 0.0 | 0 | 4 | 2 | -7 | -1
O=C(CSc1ccccc1C(=O)O)Nc1ccc2c(c1)OCO2 | -2 | -9 | 7 | 0.1 | -9 | 7 | 5 | 0 | -9
O=C(O)C1CC(c2cccc(Br)c2)=NO1 (stereo not drawn) | -7 | -3 | 2 | 0.1 | 0 | -1 | 4 | 2 | -6
O=C(Nc1ccc(N2C(=O)C3CCCCC3C2=O)cc1Cl)c1cccs1 (stereo not drawn) | -6 | -12 | 15 | 2.0 | -9 | 14 | 1 | -14 | 7
O=C(O/N=C/c1ccc(Cl)cc1)C1CCCCC1 | -2 | -3 | 9 | -0.9 | 9 | 20 | 6 | 7 | -24
COc1cc(C(=O)NCCOc2ccc(F)cc2)c(Br)c(OC)c1OC | -8 | -7 | 15 | 0.5 | 4 | 7 | 6 | -10 | 4
Cc1ccc(NC(=O)c2cc(S(=O)(=O)NCCC3=CCCCC3)ccc2F)cc1F | -6 | -6 | 9 | 0.6 | 3 | 2 | 1 | -27 | 16
CSc1oc(-c2ccccc2)nc1S(=O)(=O)c1ccc(F)cc1 | -9 | -11 | -7 | 0.1 | -9 | 4 | 4 | -24 | 6
Cc1nn(C)cc1C(=O)Nc1c(C)nn(Cc2ccccc2Cl)c1C | -5 | 4 | 9 | 0.3 | -1 | 1 | 0 | -1 | -13
CN(C)CC(C)(C)CNC(=O)CC1C(=O)NCCN1Cc1ccc(-c2ccccc2)cc1 (stereo not drawn) | -10 | -1 | 8 | -0.3 | -1 | 0 | 6 | -8 | -5
C#CCN(C(=O)c1ccc(OC2CCN(Cc3ccccn3)CC2)cc1)C1CCCCC1 | -5 | 24 | 15 | 3.2 | -8 | -16 | 12 | -13 | -33
CCCOC(=O)C1=C(C)NC2=C(C(=O)CC(C)(C)C2)C1c1cccnc1 (stereo not drawn) | -13 | -8 | 25 | 0.8 | -9 | 10 | 0 | -18 | -11
COc1cc2nc(SCc3ccc(F)cc3)n(Cc3cccs3)c(=N)c2cc1OC | -6 | -10 | 16 | 1.2 | -12 | 10 | 13 | -13 | -3
Cc1ccc(S(=O)(=O)N2C[C@H]3N(C(=O)OC(C)C)N(C(=O)OC(C)C)C[C@H](OC(=O)NC4CC4)[C@@]3(O)C2)cc1 | -1 | -2 | 7 | 0.0 | -8 | 11 | 3 | . | -7
O=C(CCNC(=O)c1ccco1)NCCc1c[nH]c2ccccc12 | -1 | -12 | 7 | 1.8 | -10 | 3 | 2 | -14 | -12
COc1ccc(N2CCN(S(=O)(=O)c3c(C)[nH]c(C)c3C(=O)N3CCCCC3)CC2)cc1 | -2 | -4 | 11 | 0.3 | -14 | 7 | 0 | -9 | 1
COc1ccc(CNC(=O)C2CCCN(S(=O)(=O)c3ccccc3)C2)cc1 (stereo not drawn) | -4 | -12 | 4 | 1.6 | -6 | 7 | -1 | -12 | -10
CC12CCC(C(=O)NCc3ccco3)(OC1=O)C2(C)C (stereo not drawn) | 0 | -12 | -10 | 0.7 | -14 | 11 | 16 | 4 | 2
Fc1ccc(CNC(=S)NCc2cccc(Cl)c2)cc1 | -1 | -2 | -18 | 2.9 | 2 | 1 | 3 | -2 | -4
Cc1cccc(N2CCN(C(=O)C3CCCN(S(=O)(=O)c4cnc[nH]4)C3)CC2C)c1 (stereo not drawn) | 0 | -1 | -2 | 1.1 | 2 | 9 | 7 | -8 | 14
CCSc1nc(O)cc(=O)n1CC | -4 | -14 | 14 | 1.6 | -12 | 11 | 1 | -10 | -14
Cc1ccc(NC(=O)c2cc(S(=O)(=O)N3CCOCC3)cn2C)cc1Cl | -5 | -10 | 16 | 0.6 | -5 | 4 | -1 | -16 | -16
CC(=O)NCN1CCN(CNC(C)=O)CC1 | -2 | -5 | 23 | 0.6 | -6 | 12 | 3 | -3 | -7
COc1cccc(-c2ccc3nccn3c2)c1 | -9 | 23 | -14 | 0.1 | 28* | -9 | 2 | . | -19
